Screens (PubChem)
EPAC1 agonist – agonists of human EPAC1. O95398. EPAC1 agonist qHTS, biochemical assay; response scale: 100% = response to 6.5 mM cAMP. Potency, µM (series often up to 154 µM), for inactives: top-dose activation, usual class: activators. hit rate 0.073% among 360,000; note: potency is the fitted concentration of half-maximal effect; nearly all actives have a fitted effect of over 60% in size
Target sequence (O95398 whole entry, looked up): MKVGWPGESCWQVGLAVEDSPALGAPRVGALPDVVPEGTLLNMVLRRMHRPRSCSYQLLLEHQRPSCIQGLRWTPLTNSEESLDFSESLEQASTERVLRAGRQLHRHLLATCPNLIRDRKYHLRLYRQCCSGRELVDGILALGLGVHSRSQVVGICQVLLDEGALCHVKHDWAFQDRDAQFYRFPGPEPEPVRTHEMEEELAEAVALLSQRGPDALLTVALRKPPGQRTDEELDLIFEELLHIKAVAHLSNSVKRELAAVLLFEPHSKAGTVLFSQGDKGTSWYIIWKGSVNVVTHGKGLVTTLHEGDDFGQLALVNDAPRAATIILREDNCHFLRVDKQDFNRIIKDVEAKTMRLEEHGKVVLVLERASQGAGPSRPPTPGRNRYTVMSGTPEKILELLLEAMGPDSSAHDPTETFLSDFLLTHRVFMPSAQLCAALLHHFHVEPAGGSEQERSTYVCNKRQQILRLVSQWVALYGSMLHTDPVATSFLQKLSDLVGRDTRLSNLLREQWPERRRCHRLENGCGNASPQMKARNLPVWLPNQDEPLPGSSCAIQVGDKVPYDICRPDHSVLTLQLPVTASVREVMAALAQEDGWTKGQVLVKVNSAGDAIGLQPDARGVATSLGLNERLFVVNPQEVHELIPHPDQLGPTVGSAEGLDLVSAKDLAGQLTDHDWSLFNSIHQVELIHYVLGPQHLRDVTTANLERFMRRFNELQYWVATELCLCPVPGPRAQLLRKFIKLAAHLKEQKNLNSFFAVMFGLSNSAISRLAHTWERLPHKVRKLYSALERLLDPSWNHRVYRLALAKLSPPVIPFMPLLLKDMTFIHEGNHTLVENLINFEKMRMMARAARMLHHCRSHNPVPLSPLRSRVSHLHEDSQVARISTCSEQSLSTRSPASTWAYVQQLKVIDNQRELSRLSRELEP
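Fluorescent GDP-exchange assay: 100 nM EPAC1 with 250 nM Rap1B preloaded with BODIPY-GDP and 50 uM GDP; compounds tested as concentration series, 5 min at room temperature, then read every 5 min for 30 min (ex 480/em 540 nm); normalized to 6.5 mM cAMP.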
GLP-1R agonist – agonists of human GLP-1 receptor; P43220; HEK293 GLP-1R CRE-luciferase, luminescence, 4-6 h; cells express a hypersensitive GLP-1R form; Potency, µM (doses to about 45.6 µM), for inactives: top-dose activation, most hits filed as activators; hit rate 0.007% among 380,000; note: potency is the fitted concentration of half-maximal effect; % of control where 0% means no effect
PTHR1 ag – agonists of human PTHR1 parathyroid hormone receptor; Q03431; HEK293 GP2 PTHR1 cells, GloSensor cAMP luminescence, 1 h; Potency, µM (top dose mostly 115 µM), without a hit: at the top dose activation, most hits filed as activators; hit rate 0.075% among 410,000; AID 743266; note: potency is the fitted concentration of half-maximal effect; nearly all actives have a fitted effect of over 55% in size; some results filed as inactive show a strong effect at the top dose; inactives centre near -15; many of its hits are not listed in these tables
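HEK-293-derived GP2 cells expressing PTHR1 and a GloSensor cAMP reporter, 3,000/well, plated overnight, given luciferin plus IBMX (each 0.5 mM as added) for 1 h at 37 °C, then compound for 1 h at 37 °C. Luminescence was read after 15 min at room temperature.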
IL2 activator – activates IL-2 in a cell-based reporter assay; hit rate 0.065% among 360,000; AID 652025; IL-2 activation reporter assay, cell-based qHTS; stimulated with anti-CD3/CD4/CD28 beads; in transgenic mouse T cells; activation, % (series mostly up to about 46 µM); in the data active = activation above about 50%; inconclusive = mostly about 30% to 49%; note: 0% is about no effect
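Quantitative HTS in unstimulated transgenic mouse T cells, with memory T cells as non-tolerant control and PMA/ionomycin as tolerance-bypass control. Compound pretreatment lasted 60 minutes before 18 h bead stimulation; EGFP/DsRed fluorescence read.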
EPAC1 antag – antagonists of human EPAC1; EPAC1 GEF assay, Rap1b-BODIPY-GDP exchange fluorescence; Potency, µM (titrated, usually from 115 µM), for the others: at the top dose activity change, negative = inhibition, hits mostly inhibitors; hit rate 0.14% among 360,000; AID 720709;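 note: potency is the fitted concentration of half-maximal effect; plate controls were vehicle for no effect and positive control for full effect; nearly all actives have a fitted effect of over 50% in size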
PI5P4K alpha inh – blocks human PI5P4K alpha kinase activity; P48426; PI5P4Kalpha enzyme, ADP-Glo luminescence, 60 min; stronger effect = lower value; max response, %; hit rate 1.2% among 330,000; AID 652105; active = max response of -50% or lower; inconclusive = between -30% and -50%; inactive = -30% or higher; note: value at the top dose of about 77 µM; % is set by controls: 0 for no effect and ±100 for the full control effect
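Reactions run in 0.038 M HEPES pH 7.4, 0.28 mM EGTA, 0.1% CHAPS and 5% DMSO, with PI5P4Kalpha, substrate, compound and 5 microM ATP final, one hour at room temperature. Readout is ADP-Glo luminescence.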
PLK1 PBD block – inhibitors of human PLK1 polo-box domain binding | P53350 | Plk1 PBD binding of FITC phosphopeptide, fluorescence polarization | Potency, µM, for inactives: max response, negative = inhibition, hits mostly inhibitors | hit rate 2.8% among 360,000; note: potency is the fitted concentration of half-maximal effect; series mostly up to about 57 µM; % is set by controls: 0 for no effect and ±100 for the full control effect; nearly all actives have a fitted effect of over 65% in size
GLP1R inv ag – inverse agonists of human GLP-1 receptor; HEK293 GLP-1R CRE-luciferase, luminescence, 24 h; GLP-1R form is constitutively active; AID 624417; Potency, µM (top dose mostly 38.3 µM), for the others: at the top dose activity change, negative = inhibition, actives largely listed as inhibitors; hit rate 1.6% among 410,000; note: potency is the fitted concentration of half-maximal effect; % is set by controls: 0 for no effect and ±100 for the full control effect; nearly all actives have a fitted effect of over 55% in size
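Seeding at 200 cells/uL, 12 h culture, 24 hr compound treatment, then luciferase reagent and a luminescence read; cells are HEK293 stably expressing a constitutively active GLP-1R plus cAMP-responsive luciferase.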
HEK293 tox – cytotoxicity counter-screen for GLP-1 receptor inverse agonists; HEK293 cAMP-luciferase reporter cells, luminescence, 24 h; Potency, µM (doses to about 38.3 µM), for inactives: at the top dose activity change, negative = inhibition, actives largely listed as inhibitors; hit rate 0.13% among 410,000;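 note: loss of luciferase light is scored as toxicity; potency is the fitted concentration of half-maximal effect; % is set by controls: 0 for no effect and ±100 for the full control effect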
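Seeding density was 200 cells/uL; after overnight-length (12 h) culture, 23 nL compounds went on for 24 h at 37 °C. Readout used a luciferase detection reagent, luminescence taken after 12 min at room temperature.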
* = called active by the depositor; i = inactive; ? = inconclusive; . = no result given; & = joins results of further samples; [ ] = remark or other dose. Unless noted, calls come from the whole dose curve; as a rule, active = well fitted curve in the direction sought with a large enough effect; inconclusive = small, poorly fitted or top-dose-only effect, or another doubt; inactive = no such curve, though single readings can be large; an effect the other way counts as inactive or inconclusive. A portion of the library, so the mix of outcomes need not match the whole.

SMILES | EPAC1 agonist | GLP-1R agonist | PTHR1 ag | IL2 activator | EPAC1 antag | PI5P4K alpha inh | PLK1 PBD block | GLP1R inv ag | HEK293 tox
COc1ccc(-c2cc(C(=O)N3CCC4(CC3)OCCO4)c3ccccc3n2)cc1 | 6% | -2% | -9% | -0.5 | -14% | 10 | -2% | -17% | -3%
CCCNC(=O)N1[C@H]2CC[C@@H]1C(C(=O)OC)=C(c1ccc3ccccc3c1)C2 | 9% | -2% | -78%[inhibitor] | -0.1 | 2% | -4 | -4% | -9% | -8%
COc1ccc(N=Cc2c(O)n(C)c(=O)n(C)c2=O)cc1 | -1% | 10% | -23% | -0.2 | -3% | 5 | -9% | 20% | 1%
COC(=O)C1=C(c2ccc(F)cc2OCc2ccccc2)C[C@@H]2CC[C@H]1N2C(=O)NCc1ccccc1Cl | -7% | -3% | 26% | -0.6 | -5% | 3 | -19% | ? | 9%
CC1=NN(c2ccccc2)C(=O)/C1=C/c1c(O)[nH]c(=S)[nH]c1=O | 3% | -9% | -22% | -0.2 | 2% | ? | -9% | -6% | 15%
C[C@H]1COC(=O)[C@@H](Cc2ccc(F)cc2)CC/C=C/C[C@@H](CC(=O)N(CCO)Cc2ccccc2)C(=O)N1 | 7% | 6% | -8% | -0.5 | -6% | 3 | -13% | 7% | -6%
COc1ccc(-c2cn[nH]c2-c2ccc(OCc3ccccc3F)cc2O)cc1OC | 9% | 3% | -93%[inhibitor] | -1.4 | ? | 6 | -15% | ? | ?
O=c1cccc2n1CC1CC2CN(c2ncnc3c2cnn3-c2ccc(Cl)cc2)C1 (stereo not given) | -3% | -7% | -15% | -1.7 | -4% | 8 | 1% | ? | -3%
COC(=O)C(O)(c1ccc(N(C)S(=O)(=O)c2ccccc2)cc1)C(F)(F)F (stereo not given) | 5% | 8% | -27% | 0.1 | 0% | -2 | -9% | 1% | 5%
CCCCC1(CC)COP(=O)(OCC(Cl)(Cl)Cl)OC1 (stereo not given) | -6% | 2% | -1% | 0.0 | ? | 2 | -6% | ? | -3%
O=Cc1cn(Cc2c(F)cccc2Cl)nc1-c1ccccc1 | 16% | 0% | -14% | -3.0 | -12% | 5 | -2% | ? | 11%
CCCNC(=O)c1cc2c(c(-c3cccc(-c4cc5ccccc5o4)c3)n1)[C@@H](CCO)N(C(=O)NC(C)C)C2 | 0% | -1% | -26% | -0.7 | -4% | -1 | -14% | ? | -29%

In another format: entries from further up.
smiles: COc1ccc(-c2cn[nH]c2-c2ccc(OCc3ccccc3F)cc2O)cc1OC
  EPAC1 agonist: 9%	GLP-1R agonist: 3%	PTHR1 ag: -93%[inhibitor]	IL2 activator: -1.4	EPAC1 antag: ?	PI5P4K alpha inh: 6	PLK1 PBD block: -15%	GLP1R inv ag: ?	HEK293 tox: ?
smiles: O=c1cccc2n1CC1CC2CN(c2ncnc3c2cnn3-c2ccc(Cl)cc2)C1 (stereo not given)
  EPAC1 agonist: -3%	GLP-1R agonist: -7%	PTHR1 ag: -15%	IL2 activator: -1.7	EPAC1 antag: -4%	PI5P4K alpha inh: 8	PLK1 PBD block: 1%	GLP1R inv ag: ?	HEK293 tox: -3%
smiles: COc1ccc(N=Cc2c(O)n(C)c(=O)n(C)c2=O)cc1
  EPAC1 agonist: -1%	GLP-1R agonist: 10%	PTHR1 ag: -23%	IL2 activator: -0.2	EPAC1 antag: -3%	PI5P4K alpha inh: 5	PLK1 PBD block: -9%	GLP1R inv ag: 20%	HEK293 tox: 1%

Another view of 3 compounds above:
structure,EPAC1 agonist,GLP-1R agonist,PTHR1 ag,IL2 activator,EPAC1 antag,PI5P4K alpha inh,PLK1 PBD block,GLP1R inv ag,HEK293 tox
C[C@H]1COC(=O)[C@@H](Cc2ccc(F)cc2)CC/C=C/C[C@@H](CC(=O)N(CCO)Cc2ccccc2)C(=O)N1,7%,6%,-8%,-0.5,-6%,3,-13%,7%,-6%
COc1ccc(-c2cn[nH]c2-c2ccc(OCc3ccccc3F)cc2O)cc1OC,9%,3%,-93%[inhibitor],-1.4,?,6,-15%,?,?
O=c1cccc2n1CC1CC2CN(c2ncnc3c2cnn3-c2ccc(Cl)cc2)C1 (stereo not given),-3%,-7%,-15%,-1.7,-4%,8,1%,?,-3%

(listing goes on)
SMILES | EPAC1 agonist | GLP-1R agonist | PTHR1 ag | IL2 activator | EPAC1 antag | PI5P4K alpha inh | PLK1 PBD block | GLP1R inv ag | HEK293 tox
COc1ccc(CN2C(=O)NC(=O)/C(=C/c3ccoc3)C2=O)cc1 | 26% | -1% | -2% | 3.4 | -17% | -71* | 2.4µM* | 3% | 1%
C[C@H](CCC(=O)O)[C@H]1CC[C@H]2[C@@H]3CC[C@@H]4C[C@H](O)CC[C@]4(C)[C@H]3CC[C@]12C | -10% | 6% | -28% | -1.9 | ? | -4 | 21µM* | 4% | 20%
O=c1[nH]c(O)c(/C=C2/C=CC(c3cc(Cl)ccc3Cl)=N2)c(=O)[nH]1 | 2% | 3% | -4% | -0.9 | 6% | 0 | 0.95µM* | -7% | 7%
CCCn1cc(CN2CCCC(C(=O)c3cccc(OC)c3)C2)c(C)n1 (stereo not given) | -3% | -2% | -16% | -0.2 | 8% | -1 | 7% | -15% | -7%
CCC(=NCc1ccco1)c1c(O)n(-c2ccc(Cl)cc2)c(=O)[nH]c1=O | 4% | 1% | -7% | 0.5 | -21% | 4 | -18% | -18% | 1%
O=c1[nH]c(=S)n(-c2ccc(Cl)cc2)c(O)c1/C=N/N1CCOCC1 | 6% | -4% | i | 0.0 | -11% | 9 | -13% | -15% | -16%
CC(=O)OC1C2CCC1C(N1CCCCC1)CC2 (stereo not given) | 3% | 6% | -6% | 0.3 | 18% | 5 | -2% | 1% | -1%
O=C(COC(=O)Cc1ccccc1)Nc1nnc(-c2ccccc2)o1 | 9% | 0% | i | -3.4 | 6% | 0 | -12% | -1% | 0%
CCC(c1ccc(C)cc1)N1C(=O)C2C3CCC(O3)C2C1=O (stereo not given) | -3% | -4% | i | 1.0 | -14% | 2 | -11% | -19% | -1%
CN(C)P1(N(C)C)=Nc2c(c(N)nn2C)C(c2ccccc2)=N1 | 4%&5% | 6%&-1% | ? | -0.3&-1.3 | 1%&5% | -2 | -22%&-4% | 25%&0% | 4%&-7%
c1ccc2oc(-c3[nH]ncc3CN3CCC(N4CCSCC4)CC3)cc2c1 | -1% | -3% | ? | -2.8 | -8% | 0 | ? | -42% | ?
O=C(Cc1ccc(Cl)cc1)NCCN1CCN(C(=O)Cc2ccc(Cl)cc2)CC1 | -9% | 1% | i | -2.6 | -17% | 3 | 2% | ? | -9%
COc1ccc(C2CC(c3ccccc3Cl)=NN2c2ccc(S(N)(=O)=O)cc2)cc1 (stereo not given) | -4% | 7% | -8% | -0.2 | -18% | -2 | -19% | ? | 110%[activator]
Cc1nnc2ccc(N3CCN(C)CC3)nn12 | 6% | -2% | -14% | -1.2 | -30% | 9 | -8% | 17% | 1%
c1ccc2[nH]c(CCN3CCCCC3)nc2c1 | 9% | -4% | -3% | -0.3 | -10% | -4 | -16% | 5% | -3%
COc1ccccc1-n1c(/C=C/c2ccc(O)cc2)nc2ccccc2c1=O | 9% | 20% | -69%[inhibitor] | 0.6 | -7% | 0 | 9% | 3% | 86%[activator]
COCCNC(=O)c1c(N)n(Cc2ccco2)c2nc3ccccc3nc12 | 8% | 16% | i | -2.7 | 3% | . | -11% | 0% | .
CN1CC2([N+](=O)[O-])CC=C(Cl)C([N+](=O)[O-])(C1)C2 (stereo not given) | -6% | -6% | i | 0.7 | -4% | 2 | -8% | -5%[0.307 µM] | 6%[0.307 µM]
COC(=O)C1=C(c2cccc(C#N)c2)C[C@@H]2CC[C@H]1N2C(=O)NCc1cc(C)oc1C(F)(F)F | -15% | 5% | i | -1.6 | -14% | 0 | -20% | 1% | 29%
CS(=O)(=O)c1ccc(C2=C(CNC(=O)c3ccncc3)[C@H]3CC[C@@H](C2)N3CCOc2ccccc2)cc1 | 2% | -1% | -52%[inhibitor] | -2.0 | -27% | -1 | 1% | -11% | -7%
COC(=O)C1=C(c2cccc(OCc3ccccc3)c2)C[C@@H]2CC[C@H]1N2C(=O)NCCOc1ccccc1 | 1% | -1% | i | -0.3 | -16% | 7 | 2% | ? | -11%
COC(=O)CC1=C(C(=O)OC)C2(C(=O)Nc3c(C)cccc32)C(C#N)=C(N)O1 (stereo not given) | -4% | -12% | i | 0.6 | -3% | 1 | 1% | 6% | -9%
Nc1nnc(Sc2ncccc2[N+](=O)[O-])s1 | 8% | -2% | i | 0.0 | -17% | -16 | 9.5µM* | 14%[7.66 µM] | 0%[7.66 µM]
CC(C)c1ccc(NC(=O)N2C[C@H]3C[C@@H](C2)c2cccc(=O)n2C3)cc1 | -4% | 0% | -28% | -0.2 | -1% | 5 | -6% | -17% | 3%
CNC(=O)Oc1cccc(-c2cn3cc(OC(=O)NC)ccc3n2)c1 | 5% | 1% | -2% | 1.6 | -9% | -1 | ? | 13% | -17%
COc1ccc(CNCCc2ccc3c(c2)OCO3)cc1Br | 2% | -8% | -9% | -1.7 | -5% | -2 | -3% | -24% | 5%
CC(=O)[C@@]1(O)CCC2C3CC=C4C[C@@H](O)CC[C@]4(C)C3CC[C@@]21C (stereo not given in full) | 5% | -3% | i | -0.6 | 3% | 1 | 5% | 5% | 11%
CCN(CC)S(=O)(=O)c1cc(NC(=O)C(C)N2CC=C(c3ccccc3)CC2)ccc1C (stereo not given) | 14% | 2% | -11% | -2.3 | 1% | 19 | -9% | ? | -5%
Cc1cc(C)cc(C(=O)N(CCc2ccccc2)C2=CC3CCC(C2)N3C)c1 (stereo not given) | -18% | -1% | -30% | -0.1 | 3% | 7 | -3% | ? | -21%
CNC(=O)CSP(=S)(OC)OC | 0% | -4% | -3% | -0.8 | -9% | 2 | -27% | 10% | 2%
COc1ccc(CCNC(=O)c2c(N)n(CCN3CCOCC3)c3nc4ccccc4nc23)cc1 | -3% | 7% | i | 0.7 | -6% | 35 | -4% | -25% | 46%[activator]
